Screens from PubChem BioAssay.
V1aR counter – counter-screen for oxytocin receptor agonists: human V1a receptor agonists. activation, % at 3 µM. CHO-V1R cells, Fluo-8 calcium fluorescence, agonist mode; 0% DMSO, 100% 3 nM vasopressin. 320,000 compounds, 0.25% hits;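 active means activation above the mean activation of all tested compounds plus 3 SD, per screening run, cut at about 20% in these data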;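 further: signal is peak over basal fluorescence ratio across a 100 second FLIPR read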
Target sequence (P37288 whole entry, looked up): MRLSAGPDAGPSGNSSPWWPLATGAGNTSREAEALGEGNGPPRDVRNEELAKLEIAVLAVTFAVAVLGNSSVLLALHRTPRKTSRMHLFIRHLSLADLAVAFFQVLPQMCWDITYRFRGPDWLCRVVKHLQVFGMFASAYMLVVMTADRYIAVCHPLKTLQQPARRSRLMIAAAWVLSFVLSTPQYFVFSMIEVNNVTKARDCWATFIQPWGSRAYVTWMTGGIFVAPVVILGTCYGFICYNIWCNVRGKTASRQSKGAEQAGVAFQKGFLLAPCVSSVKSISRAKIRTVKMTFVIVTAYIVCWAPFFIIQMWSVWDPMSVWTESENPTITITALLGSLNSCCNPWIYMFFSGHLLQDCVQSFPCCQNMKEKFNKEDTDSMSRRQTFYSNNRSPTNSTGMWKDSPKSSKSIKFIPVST
OXTR agonist – agonists of human oxytocin receptor; CHO-OTR cells, Fluo-8 calcium fluorescence; normalized: DMSO 0%, oxytocin 100%; AID 2435; 320,000 compounds, 0.32% hits; activation, % at 3 µM; P30559;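 active means activation above the mean of all tested compounds plus 3 SD, cutoff set per screening run, cut at about 20% in these data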;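 further: peak over basal fluorescence ratio from a 100 s FLIPR kinetic read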
Target sequence (P30559 whole entry, looked up): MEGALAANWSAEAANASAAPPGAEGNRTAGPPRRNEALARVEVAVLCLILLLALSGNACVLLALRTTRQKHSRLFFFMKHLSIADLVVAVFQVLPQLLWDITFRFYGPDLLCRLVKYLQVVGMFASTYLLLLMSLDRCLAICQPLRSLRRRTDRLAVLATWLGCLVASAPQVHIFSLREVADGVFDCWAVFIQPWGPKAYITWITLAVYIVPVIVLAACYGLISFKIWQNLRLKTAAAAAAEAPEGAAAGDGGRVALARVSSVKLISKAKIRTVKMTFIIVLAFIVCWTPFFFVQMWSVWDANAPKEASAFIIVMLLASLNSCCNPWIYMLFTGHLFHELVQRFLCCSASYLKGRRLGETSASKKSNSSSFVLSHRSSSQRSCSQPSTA
NS3 helicase inh – HCV NS3 helicase inhibition | NS3 helicase DNA unwinding, Cy5 molecular beacon fluorescence | 290,000 compounds, 0.56% hits | inhibition, % at 10.9 µM | AID 1800;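 active means inhibition above the mean of all tested compounds plus 3 SD, set per campaign, cut at about 35% in these data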;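 further: 0% = DMSO wells and 100% = thioflavine S control wells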
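Compound dosing – single dose, 10.9 µM nominal final, DMSO 0.8% final · System – NS3 helicase fragment of HCV · Buffer or medium – MOPS pH 6.5, MgCl2, DTT, Tween20, BSA · Signal – Cy5 beacon fluorescence read at start and 1 h · Also added – annealed dual-labelled DNA beacon duplex, ATP-started · Schedule – 1 h at 25 °C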
GPR7 antag – blocks human GPR7 receptor signaling; 290,000 compounds, 1.1% hits; GPR7-expressing cells, fluorescence antagonist assay; inhibition, % at 4.4 µM; in the data active means inhibition above about 16%, passing the limit was not always enough;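 further: cells stimulated with the agonist NPW; 0% = agonist with vehicle and 100% = vehicle without agonist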
VIM-2 inh – inhibitors of Pseudomonas aeruginosa VIM-2 metallo-beta-lactamase; 290,000 compounds, 0.89% hits; purified VIM-2, nitrocefin hydrolysis, epi-absorbance fluorescence; inhibition, % at 5.6 µM;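 active means inhibition above the mean of all tested compounds plus 3 SD, cutoff set per screening run, cut at about 7.5% in these data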;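 further: red hydrolysis product quenches plate fluorescence so inhibitors raise well fluorescence; 0% = enzyme with DMSO and 100% = DMSO without enzyme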
PHOSPHO1 block – PHOSPHO1 (human) inhibition. 290,000 compounds, 1.1% hits. Q8TCT1. recombinant PHOSPHO1, absorbance phosphatase assay. inhibition, % at 13.3 µM; in the data active means inhibition above about 60%
Target sequence (Q8TCT1 whole entry, looked up): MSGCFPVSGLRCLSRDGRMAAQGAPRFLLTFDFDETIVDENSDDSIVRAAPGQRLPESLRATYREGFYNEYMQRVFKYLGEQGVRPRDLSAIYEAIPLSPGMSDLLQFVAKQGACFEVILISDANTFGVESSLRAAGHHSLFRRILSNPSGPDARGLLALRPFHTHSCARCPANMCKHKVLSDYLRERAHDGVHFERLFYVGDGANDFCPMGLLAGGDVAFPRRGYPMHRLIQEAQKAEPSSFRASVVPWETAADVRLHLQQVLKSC
IMP-1 inh – blocks Pseudomonas aeruginosa IMP-1 metallo-beta-lactamase; purified IMP-1, nitrocefin hydrolysis, epi-absorbance fluorescence; AID 1556; 290,000 compounds, 0.45% hits; inhibition, % at 5.6 µM;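 active means inhibition above the mean plus 3 SD of all compounds in the same screening run, cut at about 4.5% in these data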;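 further: 0% = IMP-1 with DMSO and 100% = DMSO wells lacking enzyme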
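Assay system: purified recombinant IMP-1 beta-lactamase. Input: IMP-1 0.2 nM before substrate addition. Buffer or medium: Zinc- and detergent-supplemented HEPES buffer, pH 7.1. Schedule: 25 °C, 15 min preincubation, 25 min reaction. Signal: Epi-absorbance fluorescence, 480 nm excitation, 530 nm emission. Evaluation: percent inhibition from optical density relative to buffer-blank wells.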
DNA FID counter – counter-screen for HCV NS3 helicase inhibitors: DNA intercalator displacement; 290,000 compounds, 0.17% hits; inhibition, % at 7.9 µM; DNA fluorescent intercalator displacement, fluorescence; in the data active means inhibition above about 37%;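 further: 0% = vehicle and 100% = reference compound; higher means more ethidium bromide displaced from hairpin DNA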
GalR3 antagonist – human GalR3 antagonism | O60755 | HEK293 GalR3-CNG cAMP membrane potential fluorescence; galR3 body fused to GalR1 C-terminus | 360,000 compounds, 0.44% hits | AID 651719 | inhibition, % at 3 µM;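 active means inhibition above the screen-wide average plus 3 SD, cut at about 13% in these data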;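 further: forskolin and galanin both at EC90 stimulate the cells; cAMP rise reported by CNG channel membrane potential dye signal; 0% = forskolin plus galanin with DMSO and 100% = forskolin alone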
Numbers without * were called inactive; . = not tested or not shown.

SMILES	V1aR counter	OXTR agonist	NS3 helicase inh	GPR7 antag	VIM-2 inh	PHOSPHO1 block	IMP-1 inh	DNA FID counter	GalR3 antagonist
CCOC(=O)C1=C(CN2CCN(C(=O)c3ccco3)CC2)NC(=O)NC1c1ccc(OC)cc1 (stereo unspecified)	1.6	0.7	0.9	-17.2	-1.5	49.6	-1.3	-49.3	4.5
O=C(Cn1ccc([N+](=O)[O-])n1)Nc1ccccn1	1.5	-0.4	-2.4	-14.4	-0.3	9.7	-2.2	3.9	-2.3
O=C(c1cccc(S(=O)(=O)N2CCc3ccccc32)c1)N1CCN(c2ccccn2)CC1	0.6	-1.0	1.7	-10.6	-2.1	24.1	-1.8	-32.6	-8.6
COC(=O)CNC(c1ccccc1)c1cc(Br)ccc1NC(=O)OCc1ccccc1 (stereo unspecified)	1.9	1.6	-5.8	-12.8	-2.1	19.2	-1.6	-12.3	-1.6
FC(F)(F)C(F)(F)C(F)(F)c1nnc2ccc(N3CCOCC3)nn12	-0.1	0.5	6.3	4.0	-0.5	13.8	-2.6	-8.4	-0.9
COc1ccc(C(=O)NNC2=Nc3cccc4cccc2c34)cc1	1.6	1.1	5.5	-5.1	-1.3	-31.6	-0.2	-0.9	-5.5
O=C(c1cccc(F)c1)N1CCN(Cc2ccc3c(c2)OCO3)CC1	0.3	0.8	-2.2	6.6	-3.2	3.1	-3.2	-7.8	-2.6
O=C(Nc1ccc(-c2csc(Nc3cccc(C(F)(F)F)c3)n2)cc1)c1ccccc1	0.4	-0.1	.	.	.	26.5	.	.	-5.1
COc1ccc(C(CNC(=O)C(C)(C)Oc2ccc(Cl)cc2)N2CCCCC2)cc1 (stereo unspecified)	0.1	-1.1	-44.8	-0.7	-1.3	27.0	-0.6	13.8	-2.3
Nc1cc(C(=O)O)ccc1N1CCCCCC1	-0.7	0.6	3.9	-5.8	-1.4	1.3	-3.6	-1.9	-5.4
COC(=O)Nc1ccc(S(=O)(=O)N2CCCC(C(=O)N3CC(C)OC(C)C3)C2)cc1 (stereo unspecified)	-0.1	0.1	15.3	-13.7	1.5	17.7	-0.2	-16.9	-3.3
Cc1cccc(C(=O)NCCC(=O)Nc2ccc(F)c([N+](=O)[O-])c2)c1	4.9	5.7	-1.1	8.9	0.5	23.3	-2.3	2.2	-6.5

3 entries from above, reformatted.
Structure,V1aR counter,OXTR agonist,NS3 helicase inh,GPR7 antag,VIM-2 inh,PHOSPHO1 block,IMP-1 inh,DNA FID counter,GalR3 antagonist
COC(=O)CNC(c1ccccc1)c1cc(Br)ccc1NC(=O)OCc1ccccc1 (stereo unspecified),1.9,1.6,-5.8,-12.8,-2.1,19.2,-1.6,-12.3,-1.6
FC(F)(F)C(F)(F)C(F)(F)c1nnc2ccc(N3CCOCC3)nn12,-0.1,0.5,6.3,4.0,-0.5,13.8,-2.6,-8.4,-0.9
COc1ccc(C(=O)NNC2=Nc3cccc4cccc2c34)cc1,1.6,1.1,5.5,-5.1,-1.3,-31.6,-0.2,-0.9,-5.5

The listing continues:
SMILES	V1aR counter	OXTR agonist	NS3 helicase inh	GPR7 antag	VIM-2 inh	PHOSPHO1 block	IMP-1 inh	DNA FID counter	GalR3 antagonist
O=C(Cc1ccccc1F)Nc1ccccc1N1CCCC1	.	.	2.0	-6.9	-0.8	14.7	-1.3	-17.3	0.9
COc1ccc(NC(=O)c2ccc3c(c2)NC(=O)CS3)cc1S(=O)(=O)Nc1ccc(Br)cc1	1.7	1.1	-21.5	2.5	-1.0	-50.0	-2.7	-16.4	-7.5
COc1ccc(NC(=S)N(CCN2CCOCC2)C2CCN(C(C)=O)CC2)cc1Cl	-0.5	2.3	1.6	4.2	-2.2	-10.1	-0.3	-0.9	8.9
COc1ccc(C2=Nn3c(nnc3C3CCCCC3)SC2)cc1OC	3.0	-2.4	-3.4	-27.6	0.2	-0.3	-3.4	-28.1	48.6*
OCCn1c(-c2ccc3c(c2)OCO3)csc1=Nc1ccccc1	8.7	9.3	-8.2	5.7	0.0	30.2	0.1	-0.2	-9.4
Brc1ccc2nc(CSc3ncn[nH]3)cn2c1	-0.3	-0.1	0.6	-7.4	-2.9	-10.5	-5.4	-1.0	2.8
COc1ccccc1OCC(=O)NCCSCc1ccccc1Cl	-0.4	-2.2	-3.5	6.7	-1.7	0.1	-2.1	-25.0	3.0
O=C(Cn1c(=O)oc2ccccc21)Nc1n[nH]c(=S)s1	-0.5	0.5	-5.0	-7.0	-3.5	54.8	-1.9	-0.7	-2.8
CC(NC(=O)c1ccccc1NS(=O)(=O)c1ccc(CCC(=O)O)cc1)c1ccccc1 (stereo unspecified)	0.7	0.7	18.2	-4.7	-2.1	38.1	-2.0	-52.5	-2.4
O=C(CSc1nnc(-c2ccccc2)n1-c1ccccc1)NCc1ccco1	-0.9	-1.4	-4.0	-9.0	-3.6	35.2	-4.4	-27.9	-4.1
CCOC(=O)C1=C(N)Oc2cc(O)ccc2C1c1ccc(Br)cc1 (stereo unspecified)	0.6	-0.5	7.5	-1.8	-2.0	13.5	-2.7	-9.3	-10.8
Cc1c(NC(=O)/C(C#N)=C/c2ccc(-c3cccc(Cl)c3)o2)c(=O)n(-c2ccccc2)n1C	0.9	-0.1	5.9	6.2	7.3	-2.9	-1.9	-22.3	0.7
N=c1ncn(CC(O)CO)c2nc(N3CCOCC3)[nH]c12 (stereo unspecified)	0.7	-0.1	1.2	-2.3	-2.7	-2.6	-1.8	-1.0	-2.0
CCOC(=O)C1CCN(C(=O)COC(=O)CCOc2ccc(C)cc2)CC1	3.1	-2.4	4.4	-12.1	-4.6	-11.7	-3.3	-29.5	0.3
O=C(c1n[nH]c(=O)c2ccccc12)N1CCN(c2ccc(F)cc2)CC1	1.0	0.7	-13.2	-13.2	-2.2	0.6	-2.7	-4.4	-1.8
C/C(=N\Nc1ccc(Cl)c(C(=O)O)c1)c1ccc(Br)s1	0.3	0.4	32.2	5.0	-2.7	14.1	-2.0	-16.5	-6.9
C[C@@H](NC(=O)[C@@H]1Cc2ccccc2CN1C(=O)OC(C)(C)C)C(=O)NC1CCCCC1	-0.9	-1.8	9.1	-3.2	-2.5	27.9	-4.2	-50.4	1.7
CCOc1ccc(/C=C/C(=O)c2ccc(-c3ccccc3)cc2)cc1	0.3	0.8	-0.5	-8.9	-1.1	0.6	-3.0	-2.5	-6.3
Cc1ccc(NC(=O)C2(S(=O)(=O)c3ccc(C)cc3)CC2)cc1	-1.4	-2.2	-5.6	-15.4	-2.2	3.2	-3.0	-7.9	.
O=C(COC(=O)c1ccc(S(=O)(=O)Nc2ccccc2)cc1)NCCC1=CCCCC1	8.9	1.3	-24.0	6.5	-0.8	-4.0	-2.1	-21.8	-5.4
CC(NC(=O)c1ccc(S(C)(=O)=O)cc1)c1cccc2ccccc12 (stereo unspecified)	-0.1	-0.9	17.1	8.3	-1.8	23.9	-2.2	-19.6	-6.1
CCOC(=O)c1c(NC(=O)N/N=C/c2ccc(O)c(OC)c2)sc(C(C)=O)c1C	-0.5	-0.1	-2.4	-3.4	2.2	25.1	-1.9	-0.4	.
COc1ccc(C(=O)n2cnc(N)n2)cc1	4.1	-1.0	-9.2	4.8	1.4	27.4	0.0	1.5	-4.5
COc1ccc(S(=O)(=O)Nc2ccc3ccccc3c2)cc1C	0.5	0.4	-7.7	-6.1	-1.8	0.2	-2.5	-11.8	-4.8
CC(=O)N1N=C(c2ccccc2)OC1(C)CC(=O)Nc1ccccc1 (stereo unspecified)	0.2	-2.0	5.0	-8.8	-1.0	-8.9	-3.0	-13.2	-1.8
Cc1c(NC(=O)/C=C/c2cccs2)c(=O)n(-c2ccccc2)n1C	0.9	-0.1	1.9	-1.4	-3.2	31.4	-3.0	-3.7	-4.5
N#CC(C(=O)O)=C1CCCC1	1.2	0.2	-0.2	3.7	-6.0	0.6	-1.8	1.6	-2.9
COc1cc(/C=N/NC(=O)c2cnccn2)ccc1O	0.2	1.2	-8.0	-2.7	-1.6	-7.9	-1.4	-3.1	-9.8
Cc1nc2ccccn2c1C(=O)CSc1ccc(Cl)cc1Cl	1.8	-0.8	0.1	-9.7	-2.0	-1.6	-2.5	5.9	-2.8
N#Cc1ccc2ccn(CC(=O)NC3CCCCC3)c2c1	0.1	0.1	3.8	5.5	-2.1	0.6	-0.8	2.1	-4.5
COc1ccccc1-c1nnc(SCC(=O)N2CCOCC2)n1-c1ccccc1	-0.8	-0.9	-2.1	5.1	-2.4	29.6	-0.9	-16.9	-5.5
c1ccc(CCn2nnnc2C(c2cccs2)N2CCN(Cc3ccc4c(c3)OCO4)CC2)cc1 (stereo unspecified)	0.1	-1.1	-35.4	21.7*	2.1	-16.2	-0.5	15.6	-5.7
Cc1ccnc(N2CCC(C(=O)Nc3ccc4c(c3)OCO4)CC2)n1	-0.7	-0.9	-11.4	-2.1	-1.4	1.8	-3.6	-10.2	-3.3
Cn1ccnc1SCC(=O)Nc1cc(S(=O)(=O)N2CCOCC2)ccc1Cl	0.4	0.2	2.4	-12.2	-3.0	7.1	-1.8	-4.9	4.7
N#Cc1c(NC(=O)COC(=O)C2CC3C=CC2C3)oc(-c2ccccc2)c1-c1ccccc1 (stereo unspecified)	1.7	-1.8	8.7	2.3	-2.8	20.1	-4.5	-11.7	5.0
CCSc1cnn(-c2ccccc2)c(=O)c1SCC	-0.8	-2.0	-1.4	-8.7	-1.9	4.1	-3.9	-7.1	-2.0
CC(=O)Nc1cc[n+](CC(=O)c2ccc(Cl)cc2)cc1	0.7	0.9	-2.5	2.1	0.7	19.7	-0.3	5.0	-2.9
CCn1c(SCc2nc3ccccc3[nH]2)nnc1-c1ccccc1OC	1.0	0.1	-1.6	11.5	-1.4	43.5	-2.1	-14.9	2.9
CCC(C)NS(=O)(=O)c1ccc(NC(=O)C2CCN(C(=O)c3ccco3)CC2)cc1 (stereo unspecified)	0.4	0.1	1.1	-3.2	0.0	8.0	-1.4	-30.0	-8.6
O=C1C(=O)N(CCN2CCOCC2)C(c2ccccn2)/C1=C(/O)c1ccc(F)cc1 (stereo unspecified)	-0.3	0.3	2.0	9.3	-2.8	54.3	-2.2	-1.3	-1.9
CN(Cc1ccccc1)C(=O)CCn1c(=O)oc2ccccc21	-0.4	-0.5	-3.4	0.4	-2.6	-3.3	-3.5	-8.5	.
Cc1noc(C)c1S(=O)(=O)N1CCCC(C(=O)N2CCC(C)CC2)C1 (stereo unspecified)	-0.4	-0.4	1.8	11.5	0.7	28.8	-0.2	-23.9	-3.3
CCN(CC)c1ccc(N2C(=NC(=O)C3CC3)SC3CS(=O)(=O)CC32)cc1 (stereo unspecified)	0.1	-1.4	21.3	7.8	3.3	29.0	2.0	-24.0	-4.9
Cc1sc(NC(=O)C2CC=CCC2C(=O)O)c(C(=O)OC(C)C)c1C (stereo unspecified)	-0.9	-1.4	4.5	5.5	-2.9	16.2	-3.2	-32.9	2.8
O=C(CN1C(=O)C(=O)c2ccccc21)OCN1C(=O)c2ccccc2C1=O	0.6	1.0	-5.3	-5.8	-1.4	36.6	-1.8	11.5	4.2
